Screens (PubChem)
PRMT1 FP inh = PRMT1 (human) inhibition, primary screen; Q99873; recombinant PRMT1, activity-based probe fluorescence polarization; inhibition, % at 2.79 µM; 370,000 tested, 1.3% active;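 active means inhibition above about 21% made by adding two undisclosed values, limit read from the data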
DDE Tn7 FP inh = disrupts Tn7 cyclic peptide binding to fibrin D-Dimer-E complex; AID 720508; FP displacement of FITC-Tn7 peptide from fibrin DD(E); 0% = median of compound wells per plate; P02675; inhibition, % at 8.3 µM; 370,000 tested, 0.13% active;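 active means inhibition above the mean of compounds falling within the control limits plus 3 SD of them, cut at about 14% in these data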;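 further: 0% = plate median of compound wells and 100% = 10 µM Aha-Tn7 peptide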
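Assay system: Human fibrin DD(E) protein | Medium: Tris buffer with calcium and detergent, pH 7.8 | Reagent: 0.1 µM fluorescent Tn7 | Compound dosing: Single point at 8.3 µM | Times: 10 min preincubation, 3 h with tracer, room temperature | Detection: Fluorescence polarization of the labelled Tn7 tracer | Controls: Aha-Tn7 high control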
PG9 binder = small molecules binding HIV-1 gp120 antibody PG9 | TR-FRET gp120-PG9 antibody binding | inhibition, % at 6.7 µM | 360,000 tested, 0.43% active | AID 624416; in the data active means inhibition above about 8.5%
TDP2 absorb = blocks human TDP2 phosphodiesterase activity. O95551. recombinant TDP2, T5PNP hydrolysis, p-nitrophenol absorbance 415 nm. inhibition, % at 12.8 µM. 370,000 tested, 0.34% active. AID 720702;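 active means inhibition above the mean of all tested compounds plus 3 SD, set per campaign, cut at about 25% in these data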;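 further: 0% = DMSO with enzyme and 100% = buffer with substrate but no TDP2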
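Test system: human TDP2 enzyme; Input: 120 nM TDP2 per well; Buffer or medium: Mg2+-containing Tris-HCl buffer, pH 7.5; Reagent: 5 mM T5PNP; Dosing: 12.8 µM single point, 1% DMSO; Incubation: reaction 2 h, 37 °C; Detection: p-Nitrophenol epi absorbance; Read-out: % inhibition relative to enzyme-containing and enzyme-free wells; Replicates: single well per compound.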
TCR CD3 inh = human TCR-CD3 binding inhibition; TAMRA-labeled TCR probe fluorescence, biochemical; inhibition, % at 9.4 µM; 360,000 tested, 0.37% active; in the data active means inhibition above about 19%;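 further: recombinant mutant TCR 2C K166C tagged with TAMRA read by polarization; 0% = receptor in buffer alone and 100% = receptor with positive control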
UHRF1 binding = blocks human UHRF1 binding to methylated DNA; 370,000 tested, 0.75% active; Q96T88; AID 687016; UHRF1 binding to methylated oligo, TR-FRET; inhibition, % at 4.4 µM; in the data active means inhibition above about 21%;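 further: UHRF1 SRA domain binding a hemimethylated CpG hairpin DNA probe; 0% = median of test compound wells and 100% = reference inhibitor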
Target sequence (Q96T88 whole entry, looked up, the tested form may be a part): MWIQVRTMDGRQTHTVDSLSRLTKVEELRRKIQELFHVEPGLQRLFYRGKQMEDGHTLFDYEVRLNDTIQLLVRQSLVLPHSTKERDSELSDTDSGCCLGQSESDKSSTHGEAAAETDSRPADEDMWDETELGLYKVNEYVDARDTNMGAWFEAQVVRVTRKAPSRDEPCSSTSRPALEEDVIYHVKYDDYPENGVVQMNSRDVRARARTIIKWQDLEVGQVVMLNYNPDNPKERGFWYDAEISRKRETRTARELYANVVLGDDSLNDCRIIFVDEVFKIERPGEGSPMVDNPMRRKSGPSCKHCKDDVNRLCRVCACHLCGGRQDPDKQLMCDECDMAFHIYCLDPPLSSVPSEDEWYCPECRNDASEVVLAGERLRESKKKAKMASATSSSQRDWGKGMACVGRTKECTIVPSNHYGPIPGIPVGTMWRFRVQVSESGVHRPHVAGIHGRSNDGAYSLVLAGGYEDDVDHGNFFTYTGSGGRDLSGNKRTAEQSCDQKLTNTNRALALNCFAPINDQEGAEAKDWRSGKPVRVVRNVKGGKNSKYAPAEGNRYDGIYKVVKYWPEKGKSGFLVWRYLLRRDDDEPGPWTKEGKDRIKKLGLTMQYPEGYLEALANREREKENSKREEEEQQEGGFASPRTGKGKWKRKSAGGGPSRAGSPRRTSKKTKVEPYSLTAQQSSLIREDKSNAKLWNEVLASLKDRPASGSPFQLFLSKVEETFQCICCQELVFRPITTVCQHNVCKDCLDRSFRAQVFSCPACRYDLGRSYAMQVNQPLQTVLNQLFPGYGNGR
SIAE inh = human SIAE inhibition, primary screen; Q9HAT2; SIAE FP-Rh probe binding, fluorescence polarization; inhibition, % at 9.66 µM; 370,000 tested, 0.69% active; AID 1053197;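 active means inhibition above a cutoff: mean of compounds within the control limits plus 3 SD of those, cut at about 17% in these data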;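 further: 0% = plate median of compound wells and 100% = probe without SIAE protein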
LEDGF integ inh = blocks HIV-1 LEDGF/p75-dependent DNA integration. TR-FRET IN-LEDGF/p75 DNA integration, Eu/Cy5. inhibition, % at 3.7 µM. 370,000 tested, 0.64% active. AID 743269;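 active means inhibition above the screen-wide mean plus 3 SD, cut at about 13% in these data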;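 further: signal is the Cy5 over europium emission ratio at 671 and 618 nm; 0% = plate median of compound wells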
HTRA1 inhibitor = blocks human HTRA1 serine peptidase; Q92743; recombinant HTRA1, FP-rhodamine activity-based probe, fluorescence polarization; inhibition, % at 5.96 µM; 340,000 tested, 0.5% active; AID 504803; in the data active means inhibition above about 36%;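 further: 0% = enzyme with DMSO and 100% = wells lacking enzyme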
ABHD4 inh = inhibitors of mouse ABHD4. AID 720543. Q8VD66. purified mABHD4, FP-Rh probe fluorescence polarization. inhibition, % at 8.92 µM. 370,000 tested, 0.54% active;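 active means inhibition exceeding the mean over every tested compound plus 3 SD, cut at about 30% in these data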;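 further: 0% = plate median of compound wells and 100% = S159A mutant with DMSO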
Target sequence (Q8VD66 whole entry, looked up): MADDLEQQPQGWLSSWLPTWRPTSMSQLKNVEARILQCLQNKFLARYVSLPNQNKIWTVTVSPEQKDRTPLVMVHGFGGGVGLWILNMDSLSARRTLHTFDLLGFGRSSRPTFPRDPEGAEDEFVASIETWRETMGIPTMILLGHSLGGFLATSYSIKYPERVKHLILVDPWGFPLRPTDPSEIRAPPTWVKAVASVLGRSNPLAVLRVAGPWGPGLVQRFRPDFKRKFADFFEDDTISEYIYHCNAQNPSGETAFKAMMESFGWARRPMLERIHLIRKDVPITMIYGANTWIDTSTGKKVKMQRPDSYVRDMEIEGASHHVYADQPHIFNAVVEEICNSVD
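system = mouse ABHD4 enzyme, wild type | medium = HEPES pH 7.0, NaCl, Pluronic buffer | also added = FP-Rh probe | incubation = Enzyme–compound pre-incubation 45 min, then probe 60 min, both 25 °C | technique = fluorescence polarization, excitation 525 nm, emission 598 nm, BODIPY TMR filters | controls = S159A mutant high control, sample median low control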
* hit, by the source's call; · = not tested or not shown. An unsorted share of the library; 4.2% or so of the library scored in one or more.

SMILES	PRMT1 FP inh	DDE Tn7 FP inh	PG9 binder	TDP2 absorb	TCR CD3 inh	UHRF1 binding	SIAE inh	LEDGF integ inh	HTRA1 inhibitor	ABHD4 inh
Cc1ccc(NC(=O)CSc2nc3ccccc3c(=O)n2Cc2cccs2)cc1	-1.0	-0.6	-0.9	6.3	2.5	-2.6	0.9	-1.7	-2.0	0.9
O=C(CSc1nc2ccsc2c(=O)n1NC(=O)c1ccccc1)Nc1nccs1	4.6	-3.9	3.0	2.3	-5.6	4.0	-6.2	3.0	2.3	-8.1
CSc1nc(N)nc(SCC(=O)c2ccccc2)c1C#N	1.7	-0.5	4.8	-3.6	2.5	-4.4	-8.3	2.2	-10.5	0.1
COc1ccc(C(O)c2ncc(-c3cccc4ccccc34)[nH]2)cc1F (configuration not stated)	1.1	-4.2	-3.0	-1.0	-2.9	0.2	1.2	-4.6	·	-3.3
CC1=C(C(=O)OCC2CCCO2)C(c2ccsc2)C2=C(CCCC2=O)N1 (configuration not stated)	0.2	2.7	1.7	0.8	-0.4	12.3	-0.5	0.0	-10.8	0.5
COCCn1c(SCC(=O)Nc2cc(C)on2)nnc1-c1ccccc1	1.0	6.3	1.0	2.9	2.6	-1.5	-3.8	-1.2	-1.4	2.5
Cc1cc(Nc2ccccc2F)n2nc(C)nc2n1	3.0	1.9	-0.9	-3.9	6.2	5.0	4.5	4.6	1.5	-5.1
CCOC(=O)c1c(NC(=O)c2c(C(=O)O)cccc2[N+](=O)[O-])sc(C)c1C	-2.0	-2.4	0.4	-1.1	0.7	0.0	-3.5	2.5	-6.0	0.3
Cc1c(N2C(=O)/C(=C\c3ccc(N(C)C)cc3)N(C)C2=S)c(=O)n(-c2ccccc2)n1C	-5.4	-12.7	-18.5	1.1	-23.9	-32.2	-82.0	-2.6	-48.5	-131.9
COC(=O)c1c(C(=O)OC)c(-c2ccccc2)n2c1CS(=O)C2 (configuration not stated)	-0.1	2.7	-0.1	-2.7	4.1	1.0	3.0	3.0	4.7	0.3
CSc1nnc(C)c(/C=C/NOCc2cccc(F)c2)n1	-2.9	1.6	-2.3	5.5	0.7	-6.9	5.9	1.8	4.2	2.4
Cn1cc(C(=O)NCc2ccc(F)cc2)c(=O)c2cc(S(=O)(=O)N3CCCCC3)ccc21	-0.6	0.5	-3.0	-0.9	-6.7	5.7	-2.7	-2.1	0.6	4.7
CCOC(=O)c1cc(=O)n2[nH]c(-c3ccc(C)cc3)cc2n1	-2.8	-5.2	0.1	7.6	2.6	-3.5	4.1	6.6	4.8	14.5
Cc1nc(-c2ccc(F)cc2)c(CC(=O)N(C)CC(=O)Nc2ccccc2Cl)s1	-2.0	-2.9	-0.8	3.8	-3.4	0.8	-0.1	0.6	-2.3	-0.5
COc1cc2cnc(-c3ccsc3)c(-c3ccc(F)cc3)c2cc1OC	-1.3	5.0	0.3	4.9	6.8	1.4	0.5	-1.7	-10.1	-13.8
Cc1cc(NC(=O)C(Cl)Cl)cc2c1OCO2	-4.1	-1.6	-0.9	6.3	7.6	-1.6	-4.0	0.8	8.3	5.6
CCOc1ccc(CCNC(=O)Cc2ccc(NC3=NC4CS(=O)(=O)CC4S3)cc2)cc1 (configuration not stated)	-0.3	4.8	0.2	6.1	4.6	-0.3	-2.3	-1.9	-0.9	-2.7
CCn1c(SCC(=O)NC2CCCCC2)nnc1-c1ccccn1	-0.2	-0.3	-3.2	7.3	-0.1	-1.1	-11.0	0.0	1.1	-3.2
Cc1ccc(-c2noc(-c3ccno3)n2)cc1	-0.6	-3.3	2.2	-25.0	-5.3	3.3	3.9	3.5	8.7	-2.0
CC(C)(C)c1ccc(S(=O)(=O)N2CCC(C(=O)NCc3cccs3)CC2)cc1	0.8	6.1	·	9.5	·	0.1	4.9	1.4	·	-3.8
Cc1ccc(-c2nnn(CC(=O)N(CC(=O)NC(C)C)c3cnc4ccccc4c3)n2)o1	2.6	-7.9	-3.5	12.7	3.9	-8.8	0.4	2.1	-0.3	4.5
COC(=O)[C@@H]1[C@H](O[Si](C)(C)C(C)(C)C)C2OC2C[C@H]1S(=O)(=O)c1ccccc1 (some centres not stated)	2.8	9.9	·	-0.4	·	-2.6	-4.8	0.1	·	1.1
CCCCC(=O)N(Cc1ccccc1)c1ccccc1C(=O)Nc1cc(OC)ccc1OC	-2.7	0.8	·	-4.0	·	-0.3	8.1	3.3	·	-8.7
Cc1onc(-c2ccccc2)c1CNS(=O)(=O)c1cccc(Cl)c1	-0.6	-3.7	-1.2	-19.0	-16.8	3.7	-4.6	6.2	-8.1	-8.3
C#CCNc1nc(CC)nc2c1nnn2Cc1ccccc1F	0.6	4.6	-3.5	-11.9	-4.8	3.2	5.1	0.5	-7.9	10.6

The list continues.
SMILES	PRMT1 FP inh	DDE Tn7 FP inh	PG9 binder	TDP2 absorb	TCR CD3 inh	UHRF1 binding	SIAE inh	LEDGF integ inh	HTRA1 inhibitor	ABHD4 inh
N#C/C(=C\c1ccc(O)c([N+](=O)[O-])c1)c1nc2ccccc2s1	5.2	3.0	-0.3	-11.5	14.1	26.0*	-50.1	2.5	16.5	30.3*
COc1cccc(CNC(=O)CCc2ccc(OC)c(OC)c2)c1	-1.0	-2.5	-0.1	-0.8	-5.7	-0.4	4.0	-2.3	-2.7	-4.3
Fc1ccc(N2N=C(c3cccs3)CC2c2ccccc2)cc1 (configuration not stated)	-2.5	-0.1	4.7	-11.3	1.5	-2.1	-1.5	-3.7	-19.1	0.5
Cc1ccc(S(=O)(=O)N2CCCCC2)cc1NC(=O)COC(=O)C1CC2C=CC1C2 (configuration not stated)	-4.5	-1.9	1.7	8.5	3.3	-6.9	-3.9	0.1	-8.9	1.1
O=C(NCc1ccccc1)C1CC(=O)N(C2CCCCCC2)C1 (configuration not stated)	-6.3	-1.8	-1.2	-9.2	-1.7	-1.1	-2.2	4.7	-1.6	0.1
Cc1cc(C(=O)CSc2nn(-c3ccccc3)c(=S)s2)c(C)n1Cc1ccco1	-1.3	0.9	-1.6	5.2	-0.8	0.5	-5.5	-1.8	-21.4	-4.1
CCOc1ccc(CCNC(=O)C2CCCCC2)cc1OCC	-1.0	4.2	·	4.2	·	0.1	3.0	1.6	·	-4.4
Cc1ccc(-c2csc(NC(=O)c3ccccc3F)c2C(=O)O)cc1	-2.0	5.2	0.0	5.3	3.9	1.0	-1.1	2.6	-20.3	-4.5
O=C(NCc1ccco1)O[C@@H]1CC[C@@]23CCCN2C(=O)CCC[C@H]3C1	-0.4	2.7	·	-1.5	·	-0.9	1.4	0.0	·	3.0
CC12C(=O)N(c3ccccc3C(=O)O)C(=O)C1C1C=CC2C1 (configuration not stated)	-1.9	2.4	1.1	3.6	-4.2	-1.9	3.0	4.5	4.8	4.6
O=C(NC1CCN(C(=O)NCc2ccccc2)CC1)c1ccco1	-1.2	0.2	-2.6	9.9	0.5	1.6	2.0	0.8	0.7	-4.6
CSc1ccc(/C=C/C(=O)c2ccc(O)cc2)cc1	2.2	2.8	-2.3	5.3	2.3	1.7	-8.1	-4.4	-18.2	-31.8
O=C(Nc1ccc(Cl)cc1)OCc1cn(-c2ccc(Cl)cc2)nn1	-2.7	-9.0	1.3	-13.4	0.6	0.1	-37.4	-3.9	-9.0	-4.0
CC(OC(=O)c1ccc(O)cc1)C(=O)Nc1ccc(Oc2ccccc2)cc1 (configuration not stated)	-9.4	-4.2	-1.9	-2.7	-1.3	6.7	-15.1	6.1	-27.8	-49.8
Cc1cccc(OCCSc2ncnc3nc[nH]c23)c1	0.3	2.6	1.3	1.6	1.3	-0.9	-6.4	1.0	-1.7	2.8
CCCC(C)NC(=O)CSCc1ccc(OC)cc1 (configuration not stated)	4.1	-1.5	3.3	-9.6	-1.6	-0.3	6.8	1.8	4.6	3.2
Cc1cnnn1-c1ccc(C(=O)CCl)cc1	0.9	4.4	0.5	8.9	1.3	-3.8	-5.0	1.0	6.1	-3.0
CCc1cc2c(=O)c(-c3nc4ccccc4n3C)c(C)oc2c(CN2CCN(CCO)CC2)c1O	-3.4	2.6	0.9	8.7	-5.3	-2.7	-0.1	-1.0	8.5	-0.4
O=C(NC(=S)N1CCc2ccccc21)C1CCC1	-3.3	-5.5	0.3	-11.6	-7.6	-1.5	5.3	2.8	1.7	1.9
COc1ccc(N2C(=O)C3C4C=CC(C4)C3C2=O)c(OC)c1 (configuration not stated)	-5.9	5.2	1.9	9.7	8.1	-2.5	4.4	-1.7	-0.5	12.4
CC(C)(C)NS(=O)(=O)c1ccc(-c2csnn2)s1	-0.6	-12.3	-2.4	4.5	4.9	-1.3	2.8	0.3	-8.1	-0.9
C[C@@H]1OC(C2CCCCC2)N(C)[C@H]2C[C@H]3c4[nH]c5cccc(-c6ccccc6)c5c4CCN3C(=O)[C@@H]12 (some centres not stated)	-0.3	1.6	-2.3	-2.3	2.7	0.2	8.5	-1.9	·	0.4
CC(=O)N1CN(C2CCS(=O)(=O)C2)Cc2c1sc1c2CCCC1 (configuration not stated)	3.4	4.7	0.7	5.5	4.0	-1.5	5.0	-0.8	20.1	6.7
COc1ccc(NC(=O)C2CCN(C(=O)c3ccccc3)CC2)cc1OC	-2.3	-4.0	-1.5	1.9	-0.9	2.5	-9.6	-8.7	2.7	0.1
CN(Cc1ccccc1Cl)C(=O)c1cc2ccccc2o1	-3.4	0.6	-1.1	0.9	-1.6	0.9	-4.7	1.8	-3.8	-1.4

(next part)
SMILES	PRMT1 FP inh	DDE Tn7 FP inh	PG9 binder	TDP2 absorb	TCR CD3 inh	UHRF1 binding	SIAE inh	LEDGF integ inh	HTRA1 inhibitor	ABHD4 inh
CN(C)CCCC1(O)c2ccccc2C=Cc2ccccc21	-2.3	-7.3	-2.0	-1.6	-0.2	-1.3	1.0	-0.4	3.1	-3.0
COc1cccc(CC2(CO)CCN(C(=O)NC3CCCCC3)CC2)c1	-0.6	9.5	-0.5	4.7	2.9	0.0	5.5	-0.1	2.9	-0.3
Cc1n[nH]c(=O)c2ccccc12	-1.4	-5.4	0.7	0.2	6.0	-1.0	2.8	0.0	-1.8	4.9
N#C/C(=C/c1ccc(F)cc1)S(=O)(=O)c1ccccc1	3.1	0.0	0.0	5.3	4.2	-3.1	0.5	1.6	-8.9	5.0
CCc1c(C)nc2ncnn2c1N1CCC(C(=O)Nc2ccccc2)CC1	0.2	6.2	4.6	-11.0	-5.0	0.8	3.7	4.3	-8.2	3.8

Printed as active in ABHD4 inh, of those listed so far:
SMILES	PRMT1 FP inh	DDE Tn7 FP inh	PG9 binder	TDP2 absorb	TCR CD3 inh	UHRF1 binding	SIAE inh	LEDGF integ inh	HTRA1 inhibitor	ABHD4 inh
N#C/C(=C\c1ccc(O)c([N+](=O)[O-])c1)c1nc2ccccc2s1	5.2	3.0	-0.3	-11.5	14.1	26.0*	-50.1	2.5	16.5	30.3*
